# MEP2 TOR yeast – yeast TOR pathway MEP2-GFP modulation. S. cerevisiae MEP2-GFP strain, flow cytometry GFP, 3 h; 100% = DMSO control level. 330,000 compounds, 0.51% hits. GFP response vs DMSO, % at 10 µM;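 active means GFP response versus DMSO above a set limit, roughly screen mean plus 3 SD, cut at about 180% in these data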;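 further: median GFP fluorescence of the barcode-gated MEP2-GFP cells per well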
# ZTA DNA inh – blocks Epstein-Barr virus ZTA, an EBNA-1 counter-screen; ZTA-DNA binding, fluorescence polarization; inhibition, % at 11 µM; 320,000 compounds, 0.15% hits; AID 2234; in the data active means inhibition above about 33%
# LAP4 TOR yeast – modulators of TOR pathway LAP4-GFP in S. cerevisiae. 320,000 compounds, 0.34% hits. S. cerevisiae LAP4-GFP multiplex, flow cytometry GFP, 3 h; median GFP as percent of DMSO wells. GFP response vs DMSO, % at 10 µM;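 active means GFP response vs DMSO above a set limit, about the screen mean plus 3 SD, cut at about 150% in these data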
# EBNA-1 inh – blocks EBNA-1 binding to DNA; EBNA-1 DNA binding, fluorescence polarization; inhibition, % at 14.8 µM; 300,000 compounds, 0.34% hits; AID 1950; in the data active means inhibition above about 28%
# procasp7 counter – counter-screen for procaspase-3 activators: activators of human procaspase-7; P55210; recombinant procaspase-7, Ac-DEVD-pNA absorbance 405 nm; D23A/D198A/D206A triple mutant, cannot self-cleave; scale: DMSO 0, 5 µM enzyme 100; activation, % at 8.5 µM; 330,000 compounds, 0.093% hits; AID 463210;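 active means percent activation above the screen-wide mean plus 3 SD, cut at about 25% in these data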
#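 Assay system: Uncleavable procaspase-7 mutant enzyme | Input: 2 µM procaspase-7 mutant as dispensed | Timing: 1 h compound preincubation, 2 h substrate cleavage, 25 °C | Repeats: One well per compound | Control set: DMSO wells as 0%, DMSO with 5 µM added PC-7 as 100% | Technique: Epi-absorbance of released pNA at 405 nm, two timepoints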
# proCasp3 act – activates human procaspase-3; P42574; recombinant procaspase-3 D3A, Ac-DEVD-pNA absorbance 405 nm; activation, % at 8.5 µM; 330,000 compounds, 0.11% hits;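 active means activation above the mean of all tested compounds plus 3 SD, cut at about 21% in these data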;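 further: 0% = DMSO alone and 100% = DMSO wells spiked with extra 5 µM PC-3 D3A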
#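 Assay system – Procaspase-3 D3A mutant, all three cleavage aspartates alanine · Controls – DMSO-only low control, 5 µM PC-3 D3A high control · Schedule – 1 h compound preincubation, 2 h substrate hydrolysis at 25 °C · Signal – 405 nm absorbance of p-nitroaniline, reads at 0 and 120 min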
# AHR activator – activates the human aryl hydrocarbon receptor. 320,000 compounds, 2.5% hits. AHR-responsive luciferase reporter cells, luminescence. AID 2796. activation, % at 5 µM. P35869; in the data active means activation above about 47%;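 further: 0% = vehicle wells and 100% = reference agonist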
# RPL19A-GFP yeast – modulators of TOR pathway RPL19A-GFP in S. cerevisiae. AID 2025. S. cerevisiae RPL19A-GFP strain, flow cytometry, 3 h; stronger effect = lower value. percent response vs DMSO, % at 10 µM. 330,000 compounds, 0.3% hits;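 active means percent response vs DMSO below 50%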;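 further: median channel GFP fluorescence of the barcoded RPL19A-GFP strain; ratio of sample median GFP to plate DMSO average so 100% = DMSO; lower means less RPL19A-GFP as with rapamycin TOR inhibition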
# Active calls of the source: *; / = not tested or not shown.
SMILES,MEP2 TOR yeast,ZTA DNA inh,LAP4 TOR yeast,EBNA-1 inh,procasp7 counter,proCasp3 act,AHR activator,RPL19A-GFP yeast
Cc1cc([N+](=O)[O-])ccc1NC(=O)c1sc2ncn(CC(=O)N3CCOCC3)c(=O)c2c1C,94,12,97,0,11,3,-1,97
CCOC(=O)c1c(CN2CCC(C)CC2)n(C)c2cc(Br)c(OC)cc12,94,14,113,4,7,0,3,102
CCOc1ccc(NC(=O)COC(=O)C2CC2C)cc1 (stereo unspecified),115,/,104,/,5,3,2,105
Cc1[nH]c2ccccc2c1C(=O)CSC(=S)N1CCN(C)CC1,97,-2,101,-4,0,0,5,94
O=C(CSc1nnc(SCc2ccc(Cl)cc2)s1)N/N=C/c1ccccc1C(=O)O,99,18,101,8,2,-4,1,96
Cc1cc(C(=O)COC(=O)c2ccc3c(c2)NC(=O)CS3)c(C)n1CC1CCCO1 (stereo unspecified),100,9,96,2,-9,3,0,98
O=C(O)c1ccc(Cl)c(S(=O)(=O)NCc2cccnc2)c1,111,-9,109,10,4,4,-3,97
CC(C)C(C)NC(=O)COC(=O)c1cccc(C(=O)OCC(=O)NC(C)C(C)C)n1 (stereo unspecified),99,-4,91,8,-4,-4,1,92
O=C(NC(=S)NCCOCc1ccc(Cl)cc1)c1cccnc1,96,2,101,-1,-8,2,1,93
CCOC(=O)c1sc2nccc(N(C)C)c2c1N=CNOCc1ccccc1,100,-1,90,-14,-1,-8,9,96
Cn1c(/C=N/NC(=O)c2ccccc2)nc2ccccc21,92,6,95,4,8,-4,-4,106
O=C(CSc1nnc2ccc(-c3cccnc3)nn12)Nc1ccccc1F,96,17,113,5,-6,2,19,99
CCc1ccccc1NC(=O)CN(C)Cc1nc(N)nc(Nc2ccccc2C)n1,104,9,103,5,15,-5,2,101
Cc1ccnn1CCC(=O)N1CCCC(CCC(=O)NCc2ccccc2F)C1 (stereo unspecified),104,7,122,-4,9,8,0,95
COc1ccc(C(=O)COC(=O)Cn2cnc3ccccc3c2=O)c(OC)c1,103,-12,115,0,-1,-7,1,104
CC(C)(C)OC(=O)N1CCC2(CC1)C(C#N)=C(N)OC1=C2C(=O)CCC1,98,-9,101,7,-6,4,2,99
CCN(CC(=O)Nc1ccc(OC)cc1)C(=O)c1cc(S(=O)(=O)N(C)C)ccc1N1CCCC1,103,-5,101,-6,1,-1,0,100
CC(C)NC(=O)c1cc(-c2cccs2)nc2ccccc12,100,-5,105,-6,4,-2,2,91
CCN(CC)S(=O)(=O)c1cc(NC(=O)C2CC(=O)N(Cc3ccccc3)C2)ccc1Cl (stereo unspecified),102,-1,109,/,9,3,-1,99
Cc1cc(=O)[nH]c(/N=C(\N)Nc2ccc(SC(F)F)cc2)n1,109,-12,102,-2,11,4,68*,111
CCCCN(Cc1ccccc1)C(=O)C1CCN(S(=O)(=O)c2c(C)noc2C)CC1,103,-13,97,24,6,6,0,101
Cc1c(C(=O)Nc2cccc(S(=O)(=O)N3CCCC3)c2)oc2ccccc12,100,2,95,9,3,2,9,96
COc1ccccc1CC(=O)Nc1cccc2ccccc12,102,10,85,8,2,-3,-1,99
CCOCCCNC(=O)c1c[nH]c2c(CC)cccc2c1=O,94,3,101,11,-2,-5,46,93
O=C(Cc1ccccc1)Nc1nc2ccccc2[nH]1,99,13,104,-1,6,5,6,97
Cc1cccc(NS(=O)(=O)c2cccc(C(=O)N3CCCC(C(F)(F)F)C3)c2)c1 (stereo unspecified),105,-1,111,-3,1,3,3,99
Cc1noc(/C=C/N(C)C)c1S(=O)(=O)N1CCCC(C(=O)Nc2ccc(F)cc2F)C1 (stereo unspecified),108,16,97,3,8,1,-2,103
N=C(N)CCCOc1ccccc1-c1ccccc1,102,16,98,11,1,10,-1,98
Cc1nnc(SCC(=O)c2cc(C)n(-c3c(C)n(C)n(-c4ccccc4)c3=O)c2C)s1,99,-14,99,1,1,-3,1,100
CC(=O)Nc1nc(N2C(=O)c3ccccc3C2=O)n(-c2ccccc2)n1,100,11,98,-7,3,5,-5,99

# Full records, looked up by structure:
# CCOCCCNC(=O)c1c[nH]c2c(CC)cccc2c1=O is entered as MEP2 TOR yeast: 94; ZTA DNA inh: 3; LAP4 TOR yeast: 101; EBNA-1 inh: 11; procasp7 counter: -2; proCasp3 act: -5; AHR activator: 46; RPL19A-GFP yeast: 93
# Cc1cc(=O)[nH]c(/N=C(\N)Nc2ccc(SC(F)F)cc2)n1 is entered as MEP2 TOR yeast: 109; ZTA DNA inh: -12; LAP4 TOR yeast: 102; EBNA-1 inh: -2; procasp7 counter: 11; proCasp3 act: 4; AHR activator: 68*; RPL19A-GFP yeast: 111
# O=C(Cc1ccccc1)Nc1nc2ccccc2[nH]1 is entered as MEP2 TOR yeast: 99; ZTA DNA inh: 13; LAP4 TOR yeast: 104; EBNA-1 inh: -1; procasp7 counter: 6; proCasp3 act: 5; AHR activator: 6; RPL19A-GFP yeast: 97

# Filtered by structure: the entries above with two or more sulfur atoms
SMILES,MEP2 TOR yeast,ZTA DNA inh,LAP4 TOR yeast,EBNA-1 inh,procasp7 counter,proCasp3 act,AHR activator,RPL19A-GFP yeast
Cc1[nH]c2ccccc2c1C(=O)CSC(=S)N1CCN(C)CC1,97,-2,101,-4,0,0,5,94
O=C(CSc1nnc(SCc2ccc(Cl)cc2)s1)N/N=C/c1ccccc1C(=O)O,99,18,101,8,2,-4,1,96
Cc1nnc(SCC(=O)c2cc(C)n(-c3c(C)n(C)n(-c4ccccc4)c3=O)c2C)s1,99,-14,99,1,1,-3,1,100

# Some of these compounds in order of molar mass, smallest number first.
SMILES,MEP2 TOR yeast,ZTA DNA inh,LAP4 TOR yeast,EBNA-1 inh,procasp7 counter,proCasp3 act,AHR activator,RPL19A-GFP yeast
N=C(N)CCCOc1ccccc1-c1ccccc1,102,16,98,11,1,10,-1,98
CCOCCCNC(=O)c1c[nH]c2c(CC)cccc2c1=O,94,3,101,11,-2,-5,46,93
Cc1noc(/C=C/N(C)C)c1S(=O)(=O)N1CCCC(C(=O)Nc2ccc(F)cc2F)C1 (stereo unspecified),108,16,97,3,8,1,-2,103

# Following part.
SMILES,MEP2 TOR yeast,ZTA DNA inh,LAP4 TOR yeast,EBNA-1 inh,procasp7 counter,proCasp3 act,AHR activator,RPL19A-GFP yeast
c1ccc(OCCSc2nnnn2C2CCCCC2)cc1,101,-3,111,-7,0,5,7,101
CC(=O)O[C@]1(C(C)=O)CC[C@H]2[C@@H]3C=C(Cl)C4=CC(=O)CC[C@]4(C)[C@H]3CC[C@@]21C,104,10,130,4,-2,-1,3,103
Cc1ccc(OCC(=O)Nc2ccccc2C(=O)N2CCCCC2)cc1,105,-15,98,7,11,0,1,100
COc1ccccc1C(=O)NC(C)c1ccccc1 (stereo unspecified),118,16,114,9,-12,-4,5,104
CCC(c1nnnn1C1CCCC1)N1CCN(c2ccccc2)CC1 (stereo unspecified),96,5,103,8,5,2,2,101
Cc1nn(CC(C)C)c(Cl)c1C(=O)N(c1ccc(Cl)cc1F)S(C)(=O)=O,103,-23,103,-3,7,1,-2,102
COC(=O)c1ccc2c(c1)nc(C)n2CCO,112,-6,109,-8,9,7,3,114
Cc1c(C(=O)Nc2ccc(N3CCOCC3)cc2)oc2ccccc12,95,2,89,3,0,2,85*,98
CCOc1ccc(NS(=O)(=O)c2ccc(N)cc2)cc1,102,-2,88,2,18,-1,1,95
Nc1cnccc1C(=O)O,96,-11,99,5,-10,-6,-1,90
C=CCNC(=S)N/N=C(\C)c1cc(OC)c(OC)c(OC)c1,100,2,101,2,-21,-5,25,108
CC(C)(C)N(Cc1ccccc1)C(=O)COC(=O)CN1C(=O)C2CC=CCC2C1=O (stereo unspecified),108,2,71,9,3,0,-2,103
CCCCC1(C(=O)OCC)NC(c2ccc(O)cc2)C2C(=O)N(c3ccccc3)C(=O)C21 (stereo unspecified),97,-2,96,-6,2,4,4,99
Cc1cc(C)c2c(=O)[nH]c(SCC(=O)N(C)C)nc2n1,100,-2,98,-2,7,15,1,97
CCN(C(=O)c1cc(Cl)ccc1OC)C1CCCCC1,95,-9,91,-17,-2,4,15,97
CCOC(=O)c1nn(-c2ccc(F)cc2)cc1O,88,-14,106,-9,6,3,-1,93
CCc1nc2ccccc2c(C(=O)OCC(=O)NCc2ccc3c(c2)OCO3)c1C,100,7,86,-3,10,-4,12,96
COCCCNc1nc2c(c(=O)[nH]c(=O)n2C)n1CCCc1ccccc1,96,12,/,-11,5,-5,0,90
CC1=C(C(N)=O)C(c2ccco2)C(C(N)=O)=C(C)N1,103,9,95,3,-7,-12,1,104
Cc1ccc2nc3sc(C(=O)Nc4c(C)[nH]c(=O)[nH]c4=O)c(N)c3cc2c1,108,-9,101,-5,-14,-9,18,104
C/C(CC(=O)Nc1cc(Cl)ccc1C)=N\NC(=O)C(=O)N1CCCC1,97,-11,94,10,-7,-4,13,103
O=C(NC(=S)Nc1ccccc1N1CCCC1)c1ccccc1[N+](=O)[O-],95,-12,98,3,15,1,6,96
N/C(=N\OC(=O)CN1C(=O)c2ccccc2C1=O)c1ccc(Cl)cc1,105,12,103,-6,-2,-2,-1,104
CC(OC(=O)c1ccc2c(=O)n3c(nc2c1)CCC3)C(=O)Nc1ccc(C(N)=O)cc1 (stereo unspecified),106,11,111,/,10,-4,0,104
COc1ccc(C(C)=O)cc1COC(=O)c1cc(=O)c2ccccc2o1,107,-6,99,-18,-1,-16,3,101
Cc1cc2ncc(-c3ncc(C(F)(F)F)cc3Cl)cn2n1,100,2,105,-7,3,11,22,98
O=C(Nc1cccc(-c2nc3ccccc3s2)c1)c1cc(-n2cnnc2)ccc1Cl,100,-6,102,0,3,3,-2,90
COc1cc(OC)cc(C(=O)NC(C(=O)NNC(=O)c2cc(Cl)ccc2OC)C(C)C)c1 (stereo unspecified),106,-29,105,/,6,14,26,108
CNC(=O)C(=O)Nc1ccc2c(c1)N(S(=O)(=O)c1cccs1)CCC2,100,-5,103,10,7,1,0,98
Cc1cccc(CCNS(=O)(=O)c2ccc3c(c2)NC(=O)CO3)c1,111,2,94,-11,-7,9,-3,106

# Rows are unselected, and some 3.8% of all compounds hit somewhere here.
